High-throughput results deposited in PubChem BioAssay by several laboratories.
Dengue-2 NS5 capping – Dengue-2 NS5 methyltransferase inhibitors, primary screen, biochemical, confirmation dose response (AID 588689). Dengue-2 NS5 methyltransferase capping enzyme assay, biochemical; higher % means a stronger effect. 340,000 tested, 0.3% active. one-dose inhibition, % at 25 µM; IC50 in µM for titrated hits; in the data active = a potency from the dose series; inconclusive = inhibition above about 29% without an active follow-up result
RSV antiviral HEp-2 – inhibition of RSV-induced cytopathic effect – HEp-2 cells, primary 10 µM value included (AID 2391) | HEp-2 cells, RSV-induced CPE inhibition; higher % means a stronger effect | one-dose CPE inhibition, % at 10 µM; IC50 in µM for titrated hits | 310,000 tested, 0.13% active; in the data active = a potency from the dose series; inconclusive = CPE inhibition mostly from about 23% at the one dose, without a potency; inactive = the rest, 99 in 100 with CPE inhibition below about 21%; also: strong numbers were not always called active
SIAH1 antagonists – blockers of Siah-1 interaction with plectin peptide – biochemical, fluorescence polarization, rhodamine-plectin, uHTS, primary screen (AID 1817); Siah-1 / rhodamine-plectin peptide fluorescence polarization; higher % means a stronger effect; displacement, % at 20 µM, or IC50 in µM where a hit was titrated; 290,000 tested, 0.02% active;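 active = displacement of at least 50% at 20 µM, with a fluorescence ratio check between 0.3 and a set limit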;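 also: plate controls were Siah plus tracer with DMSO for no effect and tracer alone without Siah for full effect; strong numbers were not always called active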
AID2073 – disruptors of CaV2.2 binding to Mint1 – biochemical, HTRF (AID 2073). HTRF protein-protein interaction, Mint1-CaV2.2; higher % means a stronger effect. inhibition, % at 20 µM, or IC50 in µM where a hit was titrated. 290,000 tested, 0.19% active; in the data active = inhibition mostly above about 51%, no sharp cut-off; inconclusive = no clear call, values can overlap the other calls; inactive = mostly below about 53%; also: some results filed as inactive read as strong as hits
SV40 large T antigen – TAg ATPase/helicase activity blockers – biochemical (AID 1903). inhibition, % at 20 µM; hits with a dose series show IC50 in µM. SV40 large T antigen ATPase/helicase inhibition assay; higher % means a stronger effect. 310,000 tested, 0.39% active; in the data active = a potency from the dose series; inconclusive = inhibition mostly from about 32% at the one dose, without a potency; inactive = the rest, 99 in 100 with inhibition below about 32%; also: strong numbers were not always called active
HIV fusion peptide – inhibitors of HIV fusion peptide binding, primary screen, biochemical, uHTS, fluorescence dequenching (AID 1986) | inhibition, % at 20 µM; hits with a dose series show IC50 in µM | cell-free peptide binding, fluorescence dequenching, 30 min; higher % means a stronger effect | 290,000 tested, 0.3% active; in the data active = inhibition mostly above about 52%, no sharp cut-off; inactive = mostly below about 76%; also: some results filed as inactive read as strong as hits
MgcRacGAP inhibition – MgcRacGAP GTPase-activating activity inhibitors, confirmation, biochemical, ADP Hunter fluorescence; MgcRacGAP-stimulated Rac1 GTP hydrolysis, ADP Hunter fluorescence; higher % means a stronger effect; GST-tagged Rac1 F28L mutant substrate; inhibition, % at 30 µM, or IC50 in µM where a hit was titrated; 340,000 tested, 0.6% active; AID 624330;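 active = first-screen hits whose inhibition reached a set limit at any dose in the follow-up dose series; inconclusive = inhibition above the set first-screen limit but never retested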;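 also: fluorescence reports GDP produced by GAP-driven GTP hydrolysis; strong numbers were not always called active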
LYP phosphatase – inhibitors of LYP phosphatase, biochemical, fluorescence intensity, uHTS (AID 1779); recombinant LYP phosphatase, fluorescence intensity; higher % means a stronger effect; one-dose inhibition, % at 11.5 µM; IC50 in µM for titrated hits; 290,000 tested, 0.054% active; in the data active = inhibition above about 50%;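 also: plate controls were vehicle with enzyme for no effect and no enzyme for full effect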
XIAP displacement – XIAP antagonists, biochemical, IAP family, fluorescence polarization (AID 1018); XIAP BIR domain, fluorescence polarization peptide displacement; higher % means a stronger effect; 200,000 tested, 0.007% active; one-dose displacement, % at 20 µM; IC50 in µM for titrated hits; in the data active = displacement above about 50%; also: a part of the inactive calls stands beside numbers as strong as those of hits
Dengue-2 NS5 capping pilot replicate – also measured in Dengue-2 NS5 capping; calls as there; inhibition, %; measured here: pilot screen replicate inhibition
Numbers without * were called inactive; ? = inconclusive; / = not tested or not shown; ! = repeats disagree. The list is partial, so the mix of outcomes need not match the whole.

Sample of the layout, 3 compounds:
SMILES | Dengue-2 NS5 capping | RSV antiviral HEp-2 | SIAH1 antagonists | AID2073 | SV40 large T antigen | HIV fusion peptide | MgcRacGAP inhibition | LYP phosphatase | XIAP displacement | others
CC(=O)N(C)CC#CCN1CCCC(CO)C1 (configuration not stated) | -5% | 1.7% | / | / | 17% | / | -46% | / | /
O=C1NC(=O)C2(Cc3ccccc3N3CCCC32)C(=O)N1Cc1ccccc1 (configuration not stated) | 23% | 3.9% | 3% | 3% | 16% | 1.1% | 11% | -6% | -0.2%
CCOC(=O)c1ccc(-[n+]2c(-c3ccccc3)cc(-c3ccccc3)cc2-c2ccccc2)cc1 | -5% | 11% | / | / | 16% | / | 6% | / | /

Main list, previewed entries included:
SMILES | Dengue-2 NS5 capping | RSV antiviral HEp-2 | SIAH1 antagonists | AID2073 | SV40 large T antigen | HIV fusion peptide | MgcRacGAP inhibition | LYP phosphatase | XIAP displacement | others
CC(=O)N(C)CC#CCN1CCCC(CO)C1 (configuration not stated) | -5% | 1.7% | / | / | 17% | / | -46% | / | /
O=C1NC(=O)C2(Cc3ccccc3N3CCCC32)C(=O)N1Cc1ccccc1 (configuration not stated) | 23% | 3.9% | 3% | 3% | 16% | 1.1% | 11% | -6% | -0.2%
CCOC(=O)c1ccc(-[n+]2c(-c3ccccc3)cc(-c3ccccc3)cc2-c2ccccc2)cc1 | -5% | 11% | / | / | 16% | / | 6% | / | /
COc1cccc(N(C(C)=O)C2=NCCCS2)c1 | -1% | 0.1% | 7% | 4% | 10% | 0.8% | -2% | -4% | / | Dengue-2 NS5 capping pilot replicate=3.0
O=C(c1ccc(F)cc1Cl)N1CCC2(CC1)OCCO2 | -5% | -0.6% | -4% | 11% | -4% | -0.7% | 10% | -7% | /
CCc1ccc(N2C(=O)NC(=O)/C(=C/c3ccsc3)C2=O)cc1 | / | 0.6% | 4% | 31% | ? | 11% | / | -8% | -6.7%
CN1CCN(C(=O)COc2ccc(S(=O)(=O)NC3CCCCC3)cc2Cl)CC1 | 9% | 0.2% | 2% | 7% | 6% | 0.7% | 4% | -12% | /
NC1CCc2cc(O)c(O)cc2C1 (configuration not stated) | 57% | -0.5% | / | / | 34% | / | -7% | / | /
COC(=O)CC1(Cc2ccccc2)C(=O)NC(=O)NC1=O | -7% | 3.4% | 1% | 12% | 1% | -2.8% | 5% | -4% | -4.0%
Cn1c(O)c(/C=C2\C=c3ccccc3=NC2=O)c(=O)n(C)c1=O | 3% | 1.6% | 4% | 26% | 18% | -0.3% | 3% | -5% | /
C=CCn1c(O)c(N=Nc2c(C)n(C)n(-c3ccccc3)c2=O)c(=O)[nH]c1=S | -2% | -0.5% | 2% | -16% | 11% | 2.1% | 1% | 0% | -3.3%
CCOC(=O)/C(CCCN(CC)CC)=N\O | -12% | 1.2% | -1% | -11% | 1% | 2.9% | 12% | -2% | -5.9%
CN(C)C(=O)Nc1cccc(OC(=O)N(C)C)c1 | -3% | 0.7% | -1% | -3% | 2% | -1.6% | 7% | -4% | 36%
Cc1cc(OC(=O)c2ccco2)c2c3c(c(=O)oc2c1)CCC3 | 2% | ? | 2% | 8% | 5% | -0.9% | 11% | -8% | 0.1%
Cc1ccc(-c2nc3ccc(C)cn3c2CC(=O)N(C)C)cc1 | 7% | 1.3% | / | / | 4% | / | 5% | / | /
C=CCc1cc(C=C2C(=O)NC(=O)NC2=O)cc(OC)c1OCc1ccc(C(=O)O)cc1 | 29µM* | -0.2% | 21% | 29% | 30% | 17% | 30% | -2% | -3.9%
O=c1[nH]c(=S)n(-c2ccccc2)c(O)c1/C=N/N1CCOCC1 | 1% | 1.9% | 2% | 8% | 4% | 0.9% | -2% | -6% | -2.9%
COc1cc(C(=O)N2C[C@H]3C[C@@H](C2)c2cccc(=O)n2C3)cc(OC)c1OC | 0% | 2.0% | -1% | 8% | 5% | 2.5% | -4% | -10% | /
CN1CCN(c2cccc3c2C(=O)c2ccccc2C3=O)CC1 | 5% | / | 5% | -5% | -4% | 40% | 10% | -2% | -4.7%
Oc1cc2c(cc1O)[C@H]1c3ccccc3CN[C@@H]1CC2 | / | 1.8% | 2% | 16% | 80µM*! | -3.8% | / | -2% | -1.0%
C=CCn1c(O)c(C(C)=NC(C)c2ccccc2)c(=O)[nH]c1=O (configuration not stated) | 2% | 0.1% | -3% | 2% | 16% | 0.2% | 8% | -11% | /
O=C(Cn1ncc2c3ccccc3n(Cc3ccc(F)cc3)c2c1=O)N1CCC2(CC1)OCCO2 | -2% | 5.9% | 0% | 13% | 3% | 0.6% | 12% | -3% | -5.9%
CCC(=NCCCN(CC)CC)c1c(O)n(-c2ccccc2)c(=O)[nH]c1=O | -8% | 1.5% | -4% | 0% | 5% | 3.6% | -1% | 0% | -7.4% | Dengue-2 NS5 capping pilot replicate=0.3
C[C@]12CCC3C(CCC4=CC(O)CC[C@@]43/C=N/O)C1(O)CCC2C1=CC(=O)OC1 (some centres not stated) | -1% | -1.8% | -1% | -8% | 16% | 2.1% | -1% | -10% | /
CCCCn1c(O)c(/C(CC)=N/N2CCCCC2c2cccnc2)c(=O)[nH]c1=S (configuration not stated) | -13% | 6.6% | 7% | -8% | 20% | 5.7% | 8% | 0% | -1.8%
O=c1c2ccccc2[nH]c(=S)n1-c1ccc(Br)cc1 | / | -2.1% | 0% | 5% | 12% | -0.2% | 5% | -6% | -8.9%
O=C(C[N+]12CCC(CC1)C(C(O)(c1ccccc1)c1ccccc1)C2)c1ccc(Br)cc1 (configuration not stated) | -1% | 0.5% | 16% | -16% | 6% | 0.6% | 9% | -6% | /
CN1CCN(c2ccc([N+](=O)[O-])c(NCC3CCCO3)c2)CC1 (configuration not stated) | -7% | 0.5% | -3% | 11% | 6% | -1.0% | 9% | -8% | -10%
COc1cc2c(cc1OC)-c1c(OC)c(OC)cc3c1[C@H](C2)[N+](C)(C)CC3 | -6% | -1.0% | 0% | -5% | 29% | 1.9% | 10% | -4% | -11%
COc1ccc(C(=O)C2CCCN(Cc3ccon3)C2)cc1OC (configuration not stated) | -2% | 0.9% | 4% | 19% | 5% | -1.4% | 1% | -4% | -12%
COc1cc(OC)cc(C2(C#N)CCN(C)CC2)c1 | -12% | 2.7% | 0% | 6% | 0% | 1.4% | 2% | 4% | /
COC(=O)c1ccccc1OP1(=O)COc2ccccc2OC1 | -1% | 1.3% | 2% | 6% | 10% | -1.0% | -4% | -11% | -11%
COc1ccc(-n2c(O)c(C(C)=NCc3ccc4c(c3)OCO4)c(=O)[nH]c2=O)cc1 | -3% | 1.0% | -2% | -14% | 7% | -3.7% | 6% | -5% | /
O=c1[nH]c(=O)n(-c2cccc3ccccc23)c(O)c1/C=N/N1CCCCC1 | -8% | -0.6% | -3% | 15% | 2% | 0.7% | 9% | -4% | /
CCOC(=O)C(O)(c1ccc(N(C)C(=O)c2ccc(Cl)c(Cl)c2)cc1)C(F)(F)F (configuration not stated) | -8% | 17% | 17% | 0% | 10% | -1.0% | 7% | -1% | -0.3%
COc1cc(OC)cc(C(=O)NC(=S)N2C[C@H]3C[C@H](C2)c2cccc(=O)n2C3)c1 | -4% | / | 5% | -8% | 5% | -2.1% | 0% | -5% | /
Cc1nc2c(C(=O)N3CCC4(CC3)OCCO4)cnn2c(C)c1Cc1cccc(Cl)c1 | -4% | 13% | -4% | 23% | 4% | -0.2% | 11% | -5% | -4.4%
COc1ccc(C(=O)O/N=C(/C(N)=O)P(=O)(OC(C)C)OC(C)C)cc1 | / | 2.2% | 1% | -2% | 17% | 0.9% | / | -1% | /
CCOc1ccc(-c2c(C)n(-c3ccc(OCC)cc3)c3[n+]2CCCCC3)cc1 | -9% | 7.8% | 6% | -4% | 8% | -0.6% | 12% | -12% | /
CCOC(=O)C1C(=O)NC23CCCC2C1c1ccccc1O3 (configuration not stated) | 5% | 2.1% | 0% | -3% | 3% | 0.2% | 7% | -4% | -4.6%
CSc1ccc(CN2CCN(C(=O)COc3ccc(C)cc3)CC2)cc1 | -5% | -1.2% | 2% | -7% | 1% | 1.3% | 19% | -2% | -2.8%
O=[N+]([O-])c1ccc(NC2CCN(Cc3ccccc3)CC2)c2ccncc12 | -11% | 1.2% | 4% | -12% | 6% | -1.2% | 10% | -7% | /
COc1ccc(O)c(C(C)(C)C)c1 | 4% | -0.9% | 0% | -9% | 14% | -1.3% | 7% | -5% | -2.7%
C=CCn1c(O)c(C(CC)=NCc2cc(OC)cc(OC)c2)c(=O)[nH]c1=O | 6% | ? | -3% | 6% | 5% | -2.4% | 1% | 1% | -9.1%
CCN1CCN(C(=O)Cc2coc3cc(C)cc(C)c23)CC1 | 0% | -0.5% | -4% | 3% | 1% | 0.5% | 7% | 0% | -5.6%
COc1ccc(CC(=O)N(CCN(C)C)CC2CCCN(Cc3ccccc3F)C2)cc1 (configuration not stated) | -3% | -1.1% | -2% | 13% | 1% | 0.6% | 8% | -4% | /
COc1ccc(CCNC(=O)c2c(N)n(CCN3CCOCC3)c3nc4ccccc4nc23)cc1 | 16% | -4.0% | 1% | 15% | -6% | 1.5% | 8% | 1% | -6.0%
C=C(C)CSc1nnc([C@@H](N)Cc2ccccc2)o1 | -12% | 1.7% | -5% | -6% | 10% | -0.7% | 5% | -4% | /

6 entries already listed, sorted by SMILES length, largest number first:
SMILES | Dengue-2 NS5 capping | RSV antiviral HEp-2 | SIAH1 antagonists | AID2073 | SV40 large T antigen | HIV fusion peptide | MgcRacGAP inhibition | LYP phosphatase | XIAP displacement | others
COc1cc(OC)cc(C(=O)NC(=S)N2C[C@H]3C[C@H](C2)c2cccc(=O)n2C3)c1 | -4% | / | 5% | -8% | 5% | -2.1% | 0% | -5% | /
COc1ccc(-n2c(O)c(C(C)=NCc3ccc4c(c3)OCO4)c(=O)[nH]c2=O)cc1 | -3% | 1.0% | -2% | -14% | 7% | -3.7% | 6% | -5% | /
COc1ccc(CCNC(=O)c2c(N)n(CCN3CCOCC3)c3nc4ccccc4nc23)cc1 | 16% | -4.0% | 1% | 15% | -6% | 1.5% | 8% | 1% | -6.0%
COc1ccc(CC(=O)N(CCN(C)C)CC2CCCN(Cc3ccccc3F)C2)cc1 (configuration not stated) | -3% | -1.1% | -2% | 13% | 1% | 0.6% | 8% | -4% | /
CCOC(=O)C1C(=O)NC23CCCC2C1c1ccccc1O3 (configuration not stated) | 5% | 2.1% | 0% | -3% | 3% | 0.2% | 7% | -4% | -4.6%
C=C(C)CSc1nnc([C@@H](N)Cc2ccccc2)o1 | -12% | 1.7% | -5% | -6% | 10% | -0.7% | 5% | -4% | /
